Screens as filed in PubChem BioAssay.
14-3-3 PPI = 14-3-3 gamma protein interaction modulation; P61981; FP, 14-3-3gamma / TMR-pS259-Raf peptide binding; inhibition, % at 40 µM; 160,000 tested, 0.19% active; AID 422; in the data active = inhibition above about 30%;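 note: 0% = protein plus tracer without compound and 100% = blank with tracer alone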
Target sequence (P61981 whole entry, looked up): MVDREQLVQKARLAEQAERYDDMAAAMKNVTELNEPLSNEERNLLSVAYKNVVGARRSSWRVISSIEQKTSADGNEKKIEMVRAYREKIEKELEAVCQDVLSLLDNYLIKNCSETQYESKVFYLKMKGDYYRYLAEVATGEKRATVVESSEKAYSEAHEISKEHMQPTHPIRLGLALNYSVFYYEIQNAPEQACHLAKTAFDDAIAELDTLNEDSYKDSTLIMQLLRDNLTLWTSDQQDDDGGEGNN
Starred values were filed as active, the others as inactive; & = joins results of further samples. A portion of the library. The share of hits here may be higher or lower than overall.

14-3-3 PPI	mol
-2	COc1ccc2[nH]c(=O)c(CN(Cc3ccccc3OC)Cc3nnnn3CC3CCCO3)cc2c1 (stereo unspecified)
-10	Nc1c(C(=O)NCc2cccc(Cl)c2)sc2nc(-c3ccncc3)ccc12
-13	COC(=O)c1cccc(NC(=O)c2cc(C(C)(C)C)cc(C(C)(C)C)c2)c1
0	CN1CC2([N+](=O)[O-])CC=C(Oc3ccccc3)C([N+](=O)[O-])(C1)C2 (stereo unspecified)
-42	COc1ccc(Nc2cc(C(=O)N3CCCC3)c3ccccc3n2)c(OC)c1
-7	CCOC(=O)c1cnc(-n2nc(C)cc2C)nc1-n1nc(C)cc1C
1	Cc1ccc(NC(=O)CCS(=O)(=O)c2ccc(Br)cc2)cc1C
-9	CCOc1ccc(Cn2c(SCCCCC#N)nc3c2c(=O)n(C)c(=O)n3C)cc1OCC
-7	COC(=O)COc1ccc(S(=O)(=O)N2CCN(c3ccccc3F)CC2)cc1
-3	CC(C)n1c(Nc2ccccc2)nc2ccccc21
-4	Cc1ccc(-n2c(C)cc(C(=O)OCC(=O)N(CC(C)C)C3CCS(=O)(=O)C3)c2C)cc1 (stereo unspecified)
1&-11	CC1Cc2ccccc2N1C(=O)CCN1C(=O)C2C3C=CC(C3)C2C1=O (stereo unspecified)
-1	CCCNS(=O)(=O)c1ccc(CCC(=O)NCC2CCCO2)cc1 (stereo unspecified)
0	O=C(Nc1ccc(NC(=O)c2ccc([N+](=O)[O-])o2)cc1Cl)c1ccco1
-1&-3	CC(=O)Nc1ccc(S(=O)(=O)N2CCN(C(=O)CCC3CCCC3)CC2)cc1
-29	Cn1cc(C2c3sc(=O)[nH]c3SC3C(=O)NC(=O)C32)c2ccccc21 (stereo unspecified)
1	COCCn1nnnc1CN(CCCN1CCOCC1)Cc1cc2c(C)ccc(C)c2[nH]c1=O
7	O=c1ccc(-c2ccccc2)n[nH]1
1	CCCSc1nnc2c(n1)OC(c1ccc(N(C)C)cc1)Nc1ccccc1-2 (stereo unspecified)
2	COc1ccccc1NS(=O)(=O)c1ccc(C)c(C(N)=O)c1
-9	CCOC(=O)C1=C(C)Nc2nc(SC)[nH]c(=O)c2C1c1cccc([N+](=O)[O-])c1 (stereo unspecified)
-4	NC(=O)CN1C(=O)C(=O)c2ccccc21
-5	O=C(Nc1nnc(SCC(=O)N2CCCCC2)s1)C1CCCCC1
-4	O=C(CN1C(=O)CCC1=O)Nc1ccc(S(=O)(=O)N2CCOCC2)cc1
-4	CC1=C(C(=O)N2CCCCC2)C(c2ccc([N+](=O)[O-])cc2)C2=C(CCCC2=O)N1 (stereo unspecified)
4	CCC(C)NS(=O)(=O)c1ccc2c(c1)CCN2C(C)=O (stereo unspecified)
1&2	Cc1nc2ccccc2n1-c1ccccc1
-6	COc1cc(NC(=O)C2CC(=O)NC3=C2C(=O)CC(C)(C)C3)c(OC)cc1Cl (stereo unspecified)
-7	COc1ccc(-c2nnc3sc(-c4c(OC)cccc4OC)nn23)cc1
1	COc1ccc(C2=NN(CC(=O)NCCCN3CCCCC3C)C(=O)CC2)cc1 (stereo unspecified)
1	OC(Cn1cncn1)c1ccc(Cl)cc1Cl (stereo unspecified)
-9	CC(C(=O)O)N1C(=O)CSc2ncccc21 (stereo unspecified)
3	COc1ccc(S(=O)(=O)NCCOC23CC4CC(CC(C4)C2)C3)c2ccccc12
-6	CC(C)C(=O)NC(c1ccccc1)c1ccc2cccnc2c1O (stereo unspecified)
-5	O=C(O)c1cnn2c1NC(c1cccs1)CC2C(F)(F)F (stereo unspecified)
4	CCOc1cccc2c1OC1(C)CC2NC(=S)N1c1ccccc1C (stereo unspecified)
2	CC(Oc1ccccc1Br)C(=O)N1CCc2ccccc21 (stereo unspecified)
-4	Cc1cc(C)c2nc(NC(=O)c3ccc(F)cc3)sc2c1
-3	COC(=O)c1ccc(C2Oc3ccc(Cl)cc3C3CC(c4ccc(C)o4)=NN32)cc1 (stereo unspecified)
-1	O=C(Cc1c[nH]c2ccccc12)N(Cc1cccs1)C1(C(=O)NC2CCCCC2)CCCCC1

The last 2 records of the section above open the next one:
14-3-3 PPI	mol
-3	COC(=O)c1ccc(C2Oc3ccc(Cl)cc3C3CC(c4ccc(C)o4)=NN32)cc1 (stereo unspecified)
-1	O=C(Cc1c[nH]c2ccccc12)N(Cc1cccs1)C1(C(=O)NC2CCCCC2)CCCCC1
-4	Clc1ccccc1-c1noc(C2CCC(c3ccccc3)CC2)n1 (stereo unspecified)
4	Cc1nnn(C23CC4CC(CC(C4)C2)C3)n1
-179	O=c1[nH]c2c(s1)C(c1ccc(-c3ccc([N+](=O)[O-])cc3)o1)C1C3CCC(C3)C1S2 (stereo unspecified)
-3	CCn1cc(C(=O)O)c(=O)c2cc(F)c(N3CCN(C(=O)c4ccccc4Br)CC3)cc21
-5	O=C(O)Cn1c(=S)[nH]c2ccccc2c1=O
2	Cc1nc2sc3c(nc(C)n4c5ccccc5nc34)c2c(C)c1Cl
-7	COCCOC(=O)C1=C(C)NC(=O)NC1c1ccccc1F (stereo unspecified)
-6	CCOC(=O)c1c(Cl)[nH]c2ccccc2c1=O
-33	CCSC1=NC(=Cc2c(C)nn(-c3ccccc3)c2Cl)C(=O)S1
-6	O=C(NCc1ccco1)C(Cc1ccccc1)NS(=O)(=O)c1cccc2nsnc12 (stereo unspecified)
-17	CCN1/C(=C/c2sc3ccccc3[n+]2CCO)Sc2ccccc21
-18	O=C(Nc1ccc2oc(-c3ccccc3)nc2c1)c1ccc(Cl)cc1
-10	CCOC(=O)COc1ccc(S(=O)(=O)NCCC2=CCCCC2)cc1
6	COCCNC(=O)CS(=O)Cc1nc(-c2ccc(Cl)cc2)oc1C (stereo unspecified)
-21	O=S(=O)(c1ccccc1)n1ccc2ccccc21
0	Cc1ccc(S(=O)(=O)Nc2nc3ccccc3nc2Nc2ccc(C)c(C)c2)cc1
-6	CCOC(=O)c1ccc(Nc2c(C(=O)OCC)cnc3c2ccc2ccccc23)cc1
-13	CC(=O)c1ccc(NC(=O)CSc2nc3ccc(NC(=O)c4ccccc4)cc3s2)cc1
-36	O=C(Nc1cccnc1Cl)c1noc2c1CCC2
-10	O=C(C1CCCO1)N1CCc2ccccc21 (stereo unspecified)
-6	CC1=C(C(=O)OCCOc2ccccc2)C(c2ccccc2F)C2=C(CCCC2=O)N1 (stereo unspecified)
-6	CC1CCC(C(=O)NC(C(=O)NCCN2CCC(C)CC2)C(C)C)CC1 (stereo unspecified)
-1	CC1CC2(CC(C)(C(=O)CSc3n[nH]c(-c4ccccc4Cl)n3)OC2=O)C(=O)O1 (stereo unspecified)
-11	CCc1ccccc1NC(=O)c1cc(S(=O)(=O)N2CCc3ccccc32)ccc1F

Sorted by molar mass (low to high): some entries from above.
14-3-3 PPI	mol
-10	O=C(C1CCCO1)N1CCc2ccccc21 (stereo unspecified)
-6	CCOC(=O)c1c(Cl)[nH]c2ccccc2c1=O
-21	O=S(=O)(c1ccccc1)n1ccc2ccccc21
-36	O=C(Nc1cccnc1Cl)c1noc2c1CCC2
-7	COCCOC(=O)C1=C(C)NC(=O)NC1c1ccccc1F (stereo unspecified)
2	Cc1nc2sc3c(nc(C)n4c5ccccc5nc34)c2c(C)c1Cl
-17	CCN1/C(=C/c2sc3ccccc3[n+]2CCO)Sc2ccccc21
-33	CCSC1=NC(=Cc2c(C)nn(-c3ccccc3)c2Cl)C(=O)S1
-6	CC1CCC(C(=O)NC(C(=O)NCCN2CCC(C)CC2)C(C)C)CC1 (stereo unspecified)
-10	CCOC(=O)COc1ccc(S(=O)(=O)NCCC2=CCCCC2)cc1
6	COCCNC(=O)CS(=O)Cc1nc(-c2ccc(Cl)cc2)oc1C (stereo unspecified)
0	Cc1ccc(S(=O)(=O)Nc2nc3ccccc3nc2Nc2ccc(C)c(C)c2)cc1
-6	CC1=C(C(=O)OCCOc2ccccc2)C(c2ccccc2F)C2=C(CCCC2=O)N1 (stereo unspecified)
-11	CCc1ccccc1NC(=O)c1cc(S(=O)(=O)N2CCc3ccccc32)ccc1F
-6	O=C(NCc1ccco1)C(Cc1ccccc1)NS(=O)(=O)c1cccc2nsnc12 (stereo unspecified)
-13	CC(=O)c1ccc(NC(=O)CSc2nc3ccc(NC(=O)c4ccccc4)cc3s2)cc1

Following part
14-3-3 PPI	mol
-3	O=C1CCC([N+](=O)[O-])C(c2ccccc2F)N1 (stereo unspecified)
-7	COc1ccccc1-n1nc(C(=O)N2CCCc3ccccc32)c2ccccc2c1=O
9	CCOC(=O)N1CCN(C(=O)CN(Cc2ccccc2)S(=O)(=O)c2ccc(OC)c(C)c2)CC1
4	Cc1c(C(=O)Nc2ccccc2O)cccc1[N+](=O)[O-]
-2	Cc1cc(C)n2nc(SCC#N)nc2n1
0	COc1cc(C(=O)Oc2c(S(=O)(=O)c3ccc([N+](=O)[O-])cc3)c(C)nn2-c2ccccc2)cc(OC)c1OC
0	CC(=O)Nc1cc2c(cc1NC(=O)Cn1nc(-c3ccccc3F)ccc1=O)OCCO2
-2	CC(=O)Nc1ccc(-c2nn[nH]n2)cc1Cl
2	Cc1ccc(-n2c(SCC(N)=O)nc3c(sc4cccc(F)c43)c2=O)cc1
-4	Cc1ccccc1NC(=O)CN(C)S(=O)(=O)c1cccs1
-8	O=C(CSc1nc2c([nH]c3ccccc32)c(=O)n1-c1ccc([N+](=O)[O-])cc1)Nc1ccc(F)cc1
-3	Cc1ccccc1N1C(=O)c2ccccc2C1Nc1cccnc1 (stereo unspecified)
0	CC(C)Cn1nc(NC(=O)C2CCCO2)c2cc3ccccc3nc21 (stereo unspecified)
-6	CC1CCN(S(=O)(=O)c2ccc3[nH]c(=O)cc(C(=O)NCCc4ccc(Cl)cc4)c3c2)CC1
15	CCc1c(O)nc(SCCN(CC)CC)[nH]c1=O
3	Cc1cccc(Cn2c(=O)c3c(nc4n3CCN4Cc3ccco3)n(C)c2=O)c1
-5	CCc1nc(SCCO)c2oc3ccccc3c2n1
-7	Cc1ccc(C2=CC(c3ccc(N(C)C)cc3)n3nnnc3N2)cc1 (stereo unspecified)
2	N=C1CCCC(=O)/C1=C(\O)CC1CC(=O)NC(=O)C1
2	Cc1nn(C)c(C)c1S(=O)(=O)N(CC(=O)Nc1nccs1)c1ccc(C(C)C)cc1
-3	CCOc1cc2[nH]c(=O)n(CC3CCC(C(=O)NCCCOC)CC3)c(=O)c2cc1OCC (stereo unspecified)
3	O=C(c1cnccn1)N(c1ccccc1)C1(C(=O)NC2CCCC2)CCCCC1
-4	CC1CC(Nc2ccccc2)c2ccccc2N1C(=O)CCC1CCCCC1 (stereo unspecified)
3	Nc1nc(SCC(=O)c2ccc(Oc3ccccc3)cc2)n[nH]1
-6	Cc1cc[n+](CC(=O)N(c2ccccc2)C(C)C)cc1
1	O=C(CN1CCN(c2ccc(F)cc2)CC1)Nc1cccc(C(F)(F)F)c1
-35	CCOc1ccc(C(=O)Nc2ccc(OC)c(Cl)c2)cc1Br
-7	CCC1(C)CC(CCNCc2ccc(OC)cc2)(c2ccc(C)cc2)CCO1 (stereo unspecified)
1	CCCCc1ccc(NC(=O)CSc2nc3c(c(=O)n2-c2ccccc2)SCC3)cc1
6	Cc1ccc(S(=O)(=O)N(C)CCCC(=O)Nc2ccccc2C)cc1
-5	CCN1CCc2c(C#N)c(NCc3ccccc3)nc(NCCO)c2C1
-3	COCCNC(=O)C1c2ccccc2C(=O)N(c2ccc(OC)cc2)C1c1ccc(OC)cc1 (stereo unspecified)
-3	COC(=O)N1CC(c2ccccc2)CC1=O (stereo unspecified)
6	COC(=O)c1c(N)n(-c2cccc(C(F)(F)F)c2)c2nc3ccccc3nc12
3	Cc1cc(OCC(=O)NCCO)cc(C)c1Cl
1	CCOc1ccccc1NC(=O)CC1NCCNC1=O (stereo unspecified)
4	O=C(Cn1cnc2ccccc2c1=O)N1CCN(Cc2ccccc2)CC1
-11	CC(C)Sc1nc2c([nH]c3ccccc32)c(=O)n1-c1ccccc1
-1&-5	c1ccc2c(c1)nc1n2CCN1CCNC1CCCCC1
-35	N#Cc1ccc(-c2cccnc2)nc1SCC(=O)c1ccc(Cl)cc1
-1	CC(C)Oc1ccccc1C1Nc2ccccc2NC2=C1C(=O)CC(c1ccccc1Cl)C2 (stereo unspecified)
-2	COCCn1c(SCC(=O)Nc2cccc(OC)c2)nnc1-c1ccc(Cl)cc1
-15	CC1=CN2C(=NC(=O)CC2(C)C(=O)NC2CCCCC2C)C=C1 (stereo unspecified)
-86	CN(C)S(=O)(=O)c1ccc(C(=O)OCCN2C(=O)c3cccc4c(N5CCCCC5)ccc(c34)C2=O)cc1
2	O=C(COc1nsnc1N1CCOCC1)Nc1ccc(F)cc1
4&-11	Cc1c(C(=O)N2CCN(c3ccc(F)cc3)CC2)sc2nc(-c3ccccc3)cn12
2	CC1=C(C(=O)Nc2cccc(C(F)(F)F)c2)C(c2ccccc2Cl)C2=C(CCCC2=O)N1 (stereo unspecified)
-4	Cc1ccccc1NC(=O)c1ccc(S(=O)(=O)N(C)C)cc1
-4	Cc1cc(N=Cc2cccc([N+](=O)[O-])c2O)ccc1NC(=O)c1ccccc1
-5	O=C(Nc1nnc(CCS(=O)(=O)c2ccc(Br)cc2)s1)c1cccs1
-23	CCN1C(=O)c2ccccc2Sc2ccc(C(=O)NCc3ccco3)cc21
-5	Cc1ccccc1S(=O)(=O)Cc1ccc(C(=O)NCCCN2CCN(C)CC2)o1
1	CC(=O)N(c1c(C)n(C)n(-c2ccccc2)c1=O)C1(C(=O)NC2CCCCC2)CCCCC1
-8	COc1cccc(C(=O)Nc2c3c(nn2-c2ccc(Oc4ccccc4)cc2)CSC3)c1OC
-2	O=C(Nc1cccc2ccccc12)C12CC3CC(CC(C3)C1)C2
-3	COc1ccc(-n2nnc3c(=O)n(CC(=O)N4CCCc5ccccc54)cnc32)cc1
1	CCC(C)NC(=O)C1c2ccccc2C(=O)N1C1CCCCC1C (stereo unspecified)
5	Cc1cccc(Nc2ncnc3nc[nH]c23)c1
0	O=C(O)C1CCCCC1C(=O)NCCCc1ccccc1 (stereo unspecified)
